From PubChem BioAssay
RGS12 GoLoco inh: inhibitors of human Gai1-RGS12 GoLoco interaction (red fluorophore). Gai1:RGS12 GoLoco peptide FP, rhodamine, 10 min. Potency, µM (highest dose often 61.6 µM), for inactives: at the top dose activity, negative = inhibition, actives largely listed as inhibitors. actives 0.44% (n = 230,000). AID 880; active means well fitted inhibition curve with a large enough effect, not every such curve was filed as active; inactive means no such curve, though single readings can be large or run the other way; further: on the % scale 0 is the no-effect control and ±100 the full control effect; nearly all actives have a fitted effect of over 30% in size; many of its hits are not listed in these tables
Target sequence (P63096 whole entry, looked up): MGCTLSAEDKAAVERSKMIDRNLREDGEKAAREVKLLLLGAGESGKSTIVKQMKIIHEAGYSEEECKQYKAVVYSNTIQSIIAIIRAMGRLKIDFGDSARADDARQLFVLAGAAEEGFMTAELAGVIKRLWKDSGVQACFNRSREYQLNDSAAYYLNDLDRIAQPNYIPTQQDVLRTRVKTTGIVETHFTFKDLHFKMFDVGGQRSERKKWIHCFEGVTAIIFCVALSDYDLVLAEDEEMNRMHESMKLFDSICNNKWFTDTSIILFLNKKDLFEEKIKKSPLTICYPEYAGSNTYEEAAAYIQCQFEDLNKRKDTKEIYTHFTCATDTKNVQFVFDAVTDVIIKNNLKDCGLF
GAA inhib: inhibitors of human lysosomal alpha-glucosidase; purified human GAA, 4-MU-alpha-glucoside fluorescence; Potency, µM (highest dose often 76.9 µM), for the others: top-dose activity change, negative = inhibition, most hits filed as inhibitors; P10253; actives 0.005% (n = 200,000); AID 1466;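 further: plate controls were uninhibited enzyme wells for no effect and no-enzyme background for full effect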
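Enzyme (4 nM final) mixed with compound (up to 77 uM), then 4-MU-alpha-D-pyranoside (400 uM final) added; 20 min at room temperature, pH 5.0. Reaction stopped at pH 10, fluorescence read, AC50 derived by Hill fit.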
SMN2 splice up: enhancers of SMN2 splice variant expression; HEK293 SMN2-luciferase splicing reporter, luminescence, 30-36 h; Potency, µM (series often up to 46.1 µM), for the others: top-dose activity change, positive = activation, most hits filed as activators; actives 2.8% (n = 210,000); AID 1458; further: % of control where 0% means no effect; nearly all actives have a fitted effect of over 55% in size
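HEK293 cells carry an SMN2 […]–luciferase reporter in which exon 7 inclusion puts luciferase in frame. Cells were plated 10-12 h before compound addition, then incubated 30-36 h at 37C. ONE-Glo luminescence was read; sodium butyrate at 4.5 mM final served as control.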
aGlu spleen mod: inhibits or activates alpha-glucosidase in human spleen homogenate. P10253. human spleen homogenate, 4-MU-alpha-glucoside fluorescence. Potency, µM (titrated, usually from 79.9 µM), for inactives: top-dose activity change, negative = inhibition, usual class: inhibitors. actives 0.006% (n = 240,000). AID 2112;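 further: 0% = enzyme with vehicle and -100% = no enzyme basal signal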
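Enzyme source: human spleen homogenate, 1 ug/well. Buffer 50 mM citric acid/K phosphate pH 5.0, 0.01% Tween-20. 4-MU-alpha-glucoside 1 mM; 37 C x 40 min; NaOH/glycine stop; fluorescence.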
GAA glycogen: GAA glycogen-cleavage inhibition or activation. P10253. recombinant GAA, glycogen substrate, Amplex Red glucose oxidase fluorescence. Potency, µM (highest dose often 76.4 µM), inactives show at the highest dose activity change, negative = inhibition, usual class: inhibitors. actives 0.38% (n = 300,000);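 further: 0% = full enzyme reaction and -100% = no-enzyme basal signal; the screen sought inhibitors and activators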
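Recombinant enzyme (4 nM final) with compounds titrated up to 77 uM and bovine liver glycogen (30 ug) in citrate pH 5.0, 0.01% Tween-20, 37 C 40 min. Released glucose detected by Amplex Red/glucose oxidase (Ex 573/Em 610); AC50 from Hill fits.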
KDM4E inh: blocks human JMJD2E demethylase activity. actives 1.6% (n = 230,000). B2RXH2. JMJD2E catalytic domain, FDH-coupled NADH fluorescence (FDH is formaldehyde dehydrogenase). Potency, µM (highest dose often 57.1 µM), for inactives: at the highest dose activity change, negative = inhibition, most hits filed as inhibitors; active means well fitted inhibition curve with a large enough effect, not every such curve was filed as active; inconclusive means small, poorly fitted or top-dose-only effect, or another doubt; inactive means no such curve, though single readings can be large or run the other way;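 further: 0% = wells with enzyme and -100% = buffer wells without enzyme; nearly all actives have a fitted effect of over 50% in size; many of its hits are not listed in these tables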
ALDH1A1 inh: ALDH1A1 (human) enzyme inhibition; Potency, µM (doses to about 75.3 µM), without a hit: at the top dose activity, negative = inhibition, hits mostly inhibitors; P00352; Purified ALDH1A1, NADH fluorescence, propionaldehyde substrate; actives 7.3% (n = 220,000); active means well fitted inhibition curve with a large enough effect, not every such curve was filed as active; inconclusive means small, poorly fitted or top-dose-only effect, or another doubt; inactive means no such curve, though single readings can be large or run the other way;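 further: plate controls were no enzyme wells and a reference inhibitor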
Target sequence (P00352 whole entry, looked up): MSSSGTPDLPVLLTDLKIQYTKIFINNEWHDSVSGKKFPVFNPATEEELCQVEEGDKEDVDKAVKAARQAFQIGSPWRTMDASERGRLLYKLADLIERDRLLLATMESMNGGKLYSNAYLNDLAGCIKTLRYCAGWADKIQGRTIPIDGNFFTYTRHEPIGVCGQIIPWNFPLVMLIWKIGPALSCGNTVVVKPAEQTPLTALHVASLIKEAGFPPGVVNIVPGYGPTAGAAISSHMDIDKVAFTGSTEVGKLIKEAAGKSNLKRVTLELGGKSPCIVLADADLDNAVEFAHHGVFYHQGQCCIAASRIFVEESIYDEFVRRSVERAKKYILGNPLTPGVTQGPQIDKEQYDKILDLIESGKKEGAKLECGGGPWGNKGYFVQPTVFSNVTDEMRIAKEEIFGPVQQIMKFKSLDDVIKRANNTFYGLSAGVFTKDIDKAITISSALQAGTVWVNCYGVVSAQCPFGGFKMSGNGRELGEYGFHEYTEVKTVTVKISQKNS
GLA spleen mod: inhibitors or activators of human alpha-galactosidase in spleen homogenate; Potency, µM (series often up to 80 µM), inactives show top-dose activity change, negative = inhibition, usual class: inhibitors; AID 2107; human spleen homogenate, 4MU-alpha-Gal fluorescence, 40 min; actives 0.008% (n = 240,000);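 further: 0% = enzyme with vehicle and -100% = no enzyme basal signal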
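Human spleen homogenate (1 ug) was the enzyme source, with 4-methylumbelliferyl-alpha-D-galactopyranoside (1 mM final) in pH 5.0 citrate buffer with 0.01% Tween-20. Compounds were titrated; after 40 min at 37C, NaOH/glycine stop, 4-MU fluorescence read; AC50 from Hill fits.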
Active calls of the source: *; u = inconclusive; x = no result given; & = joins results of further samples; [ ] = dose if it differs, or a comment. Unless noted, the call rests on the fitted dose curve; in most records, active means well fitted curve in the direction sought with a large enough effect; inconclusive means small, poorly fitted or top-dose-only effect, or another doubt; inactive means no such curve, though single readings can be large; an effect the other way counts as inactive or inconclusive. Potency means the concentration at half of the fitted maximal effect. Only part of the results is shown; count on the stated rates, not on these rows.

SMILES | RGS12 GoLoco inh | GAA inhib | SMN2 splice up | aGlu spleen mod | GAA glycogen | KDM4E inh | ALDH1A1 inh | GLA spleen mod
COc1cccc(C(=O)Nc2ccc(S(=O)(=O)NCc3ccco3)cc2)c1 | 1% | -6% | -18% | 6% | -7% | 8% | 8% | 3%
CCOC(=O)c1c(CN2CCOCC2)oc2ccc(OC)cc12 | -2% | -4% | -4% | -6% | 2% | u | u | 4%
COCCNC(=O)/C(C#N)=C/C=C/c1ccccc1 | 11% | -2% | 7% | 6% | -12% | -4% | -3% | -2%
O=C(NC(=S)Nc1ccccc1O)c1ccc(Cl)cc1Cl | 22% | 6% | 24% | -2% | u | -7% | u | 0%
Cc1[nH]c(=O)[nH]c1C(=O)CCCCC(=O)OCC(=O)Nc1ccccn1 | 4% | -5% | 5% | -10% | -2% | 2% | 8% | -5%
COC(=O)C1CCN(S(=O)(=O)c2c(C)n(C)c(=O)n(C)c2=O)CC1 | 2% | -1% | 8% | -3% | 2% | 4% | 7% | 1%
CCCc1c(C)nc2c(OC)cccc2c1SCC(=O)O | 5% | 4% | 6% | 4% | -9% | u | -6% | 4%
NC(=O)CC(NC(=O)Cc1cccc2ccccc12)c1ccc(NCCc2ccc(F)cc2)c([N+](=O)[O-])c1 (configuration not stated) | 2% | x | x | 3% | 1% | 4% | x | -11%
COC(=O)C1CN(S(=O)(=O)c2ccccc2)CCN1S(=O)(=O)c1ccccc1 (configuration not stated) | 6% | -6% | 4% | -3% | 2% | -1% | -14% | -7%
O=C(NCCN1CCOCC1)c1ccc(CSCc2cccc(Cl)c2)o1 | 1% | 8% | -26% | -5% | 4% | 1% | 2% | 3%
CCOc1ccccc1C1NC(=O)NC(C)=C1C(=O)OC1CCCCC1 (configuration not stated) | 5% | -2% | -7% | -5% | -15% | 1% | -1% | -6%
Cc1nc(NC(=O)c2ccc3c(c2)OCO3)ccc1Br | 7% | -1% | 11µM* | 0% | 0% | u | 3% | -4%
CCOCCCNC(=O)/C(C#N)=C/c1cc(OC)c(O)c([N+](=O)[O-])c1 | 9% | 4% | -17% | 0% | -3% | u | 13µM* | -8%
CC1CCc2nc3ccccc3c(C(=O)OCC(=O)N(C)C3CCS(=O)(=O)C3)c2C1 (configuration not stated) | 2% | 3% | 7% | 2% | 5% | u | -11% | -3%
Cc1ccc(C(=O)CSc2nc3ccccc3o2)cc1 | 12% | 6% | -29% | -3% | -12% | -3% | -1% | 5%
O=C(Cc1ccccc1)NCC(=O)OCC(=O)c1cccc([N+](=O)[O-])c1 | -6% | -11% | u | -5% | 4% | -4% | 16% | 8%
NC(=O)COC(=O)CN1C(=O)C2CCCCC2C1=O (configuration not stated) | x | -7% | x | 0% | -3% | 2% | -5% | 3%
COc1ccc(/C(N)=N/OC(=O)CSc2ccccc2)cc1OC | 10% | 5% | 12% | -4% | -3% | -3% | -2% | -5%
CCN(CC)S(=O)(=O)c1ccc(NN=C2CCN(C(C)C)CC2)c([N+](=O)[O-])c1 | 0% | x | x | -3% | u | -16% | x | -3%
CCOC(=O)N1CCN(C(=O)c2ccc3c(=O)n(CCc4ccccc4)c(=S)[nH]c3c2)CC1 | -14% | -1% | -11% | -9% | -4% | -1% | 10% | 1%
CCN1C(=O)c2cccc3c(NC(=O)c4cccc(N5C(=O)CCC5=O)c4)ccc1c23 | -16% | -1% | -3% | -3% | -11% | -1% | 2µM* | 10%
N#Cc1cc(O)c(-n2nnc3ccccc32)cc1C#N | 2% | -7% | 13% | -10% | -7% | -8% | -12% | -6%
CCC(=O)N1CCc2cc(Br)cc(S(=O)(=O)NCCN3CCCCC3C)c21 (configuration not stated) | -2% | u | x | -18% | 3% | 0% | 6% | -1%
Cc1nc(SCC(=O)N2CC(=O)Nc3ccccc32)nc(C)c1C | 12% | -2% | 6% | 2% | 5% | 4% | 0% | 4%
Cc1nc2c(C#N)c(C)[nH]n2c(=O)c1Cc1ccccc1 | -1% | 4% | -6% | -5% | 1% | u | -7% | -20%
CCOc1ccc2cc(C#N)c(SCC(=O)N3CCC(C)CC3)nc2c1 | 7% | u | 4% | 2% | 5% | u | u | -2%
O=c1c(Cc2ccccc2O)c(O)nc2n1CCCS2 | 10% | 1% | -9% | 1% | -4% | -10% | 0% | 3%
CC(=O)OC(C)CS(=O)(=O)c1ccccc1 (configuration not stated) | 0% | u | x | -2% | 0% | -9% | 9% | 2%
CC1CCN(CC(=O)Nc2cccc([N+](=O)[O-])c2)CC1 | -7% | -2% | -1% | -1% | 1% | 4% | u | -7%
COC(=O)c1cc(C(=O)Nc2ccc(C)cn2)cc([N+](=O)[O-])c1 | 8% | -1% | 4% | -3% | 5% | 1% | -1% | 6%
COCCCNC(=O)c1cn(CC(C)C)c(=O)c2c1c1ccccc1n2C | 6% | 15% | 12%&-16% | 2% | -4%[76.3 µM] | u | u | 26%
Cc1ccc(O)c(CP(=O)(c2ccccc2)c2ccccc2)c1 | 2% | 7% | -12% | 5% | 0% | 3% | -3% | 4%
C=CCOC(=O)C1=C(C)N=C2SCCC(=O)N2C1c1ccc(OC(=O)c2ccco2)cc1 (configuration not stated) | 9% | -20% | 10% | -11% | -2% | -5% | 20µM* | 2%
CCC1(C)Cc2ccccc2-c2nc3n(c(=O)c21)CC(C(=O)O)S3 (configuration not stated) | 4% | -11% | 2% | -5% | -11% | u | -4% | -2%
Brc1ccc2nc(N3CCN(c4ccccc4)CC3)sc2c1 | 5% | -4% | 3.2µM* | 3% | -3% | 9% | 6% | 1%
COc1ccccc1C(=O)N/C(=C\c1ccc(Br)cc1)C(=O)NCCCO | 4% | 6% | x | -1% | -4% | -1% | 11% | 1%
O=C1NC(=S)N/C1=C/c1cc([N+](=O)[O-])ccc1N1CCOCC1 | 92%[activator] | -7% | u | -4% | -5% | -2% | 25µM* | -6%
CCc1ccccc1NC(=O)c1nnn(CC(=O)Nc2cccc(C)c2)c1N | 7% | 8% | -10% | -13% | 10% | u | -17% | -5%
CCC(=O)c1ccc(OCC(O)CN2CC(C)OC(C)C2)cc1 (configuration not stated) | -5% | -10% | -11% | -5% | 6% | u | -14% | -11%
COc1ccc(NC(=O)N(Cc2cc3cc(C)ccc3[nH]c2=O)CC2CCCO2)cc1 (configuration not stated) | 8% | x | x | -4% | 4% | 2% | x | 3%
CC1(NC(=O)NCc2ccccc2)CCS(=O)(=O)C1 (configuration not stated) | 8% | 5% | x | 1% | 10% | 2% | 2% | -9%
COC(C[C@H](O)[C@H](C)[C@@H](O)COCc1ccccc1)OC | -3% | x | x | -1% | -3% | 5% | x | -6%
CCn1ncc(C2=NOC(C(=O)Nc3cnn(C45CC6CC(CC(C6)C4)C5)c3)C2)c1C (configuration not stated) | 6% | -11% | -50%[inhibitor] | -4% | -12% | -4% | -7% | -9%
O=C(CSc1ncn[nH]1)Nc1nc(-c2ccccc2)ns1 | 39%[activator] | -6% | 11% | -2% | -6% | 3% | -5% | 4%
Cc1c(N2C(=O)c3ccc4c5c(ccc(c35)C2=O)CC4)c(=O)n(-c2ccccc2)n1C | 4% | 15% | -6% | -7% | 1% | u | u | 16%

A different layout for 2 compounds above:
Under each structure: RGS12 GoLoco inh	GAA inhib	SMN2 splice up	aGlu spleen mod	GAA glycogen	KDM4E inh	ALDH1A1 inh	GLA spleen mod
- CCOc1ccccc1C1NC(=O)NC(C)=C1C(=O)OC1CCCCC1 (configuration not stated)
    5%	-2%	-7%	-5%	-15%	1%	-1%	-6%
- CCc1ccccc1NC(=O)c1nnn(CC(=O)Nc2cccc(C)c2)c1N
    7%	8%	-10%	-13%	10%	u	-17%	-5%

Following part:
SMILES | RGS12 GoLoco inh | GAA inhib | SMN2 splice up | aGlu spleen mod | GAA glycogen | KDM4E inh | ALDH1A1 inh | GLA spleen mod
Cc1cccc(OCCNc2ccc([N+](=O)[O-])cn2)c1 | 2% | -2% | -11% | 0% | -2% | 5% | -7% | 3%
COc1ccc(Nc2c([N+](=O)[O-])ccc3c2=NC2(CCCCC2)N=3)cc1 | 24% | -6% | 13% | x | -9% | u | 7.1µM* | -10%
Cc1cccn2c(=O)c3cc(C(=O)NCc4cccnc4)c(=N)n(C)c3nc12 | x | 10% | x | 9% | -25% | u | u | 11%
CCC(=O)c1ccc(OCC(O)CNC(C)c2ccccc2)cc1 (configuration not stated) | x | 6% | x | -3% | -5% | 0% | -2% | 1%
CC(C)OCCCN1CN(S(=O)(=O)c2cccc(Cl)c2)c2nc3ccccc3nc21 | 0% | 7% | -23% | -1% | -3% | u | u | 7%
O=C(NCc1ccco1)NCC(F)(F)F | 3% | -3% | -16% | 1% | -6% | 3% | 10% | 8%
CCc1ccc(CNc2ccc(O)cc2)cc1 | 14µM* | -7% | x | -5% | u | 2% | 7.9µM* | -11%
CCC(=O)NCCCNc1nc2c(C)cccc2cc1C#N | -3% | 13% | 3% | 7% | u | u | u | u
Cc1nonc1CC(=O)N1CCc2c([nH]c3ccccc23)C1c1ccccc1F (configuration not stated) | 9% | 9% | x | -6% | -2% | -10% | u | 3%
O=C(Nc1sc2c(c1C(=O)NCc1cccnc1)CCCC2)c1ccco1 | 14% | -6% | 9% | -12% | -7% | u | u | 0%
CC(NC(=S)Nc1c(Cl)cccc1OC(F)F)C(C)(C)C (configuration not stated) | -5% | 1% | 0% | -6% | -2% | 13% | -3% | -1%
CCn1c2ccccc2c2cc(N=C3SC(CC(=O)Nc4ccccc4OC)C(=O)N3CCOC)ccc21 (configuration not stated) | 7% | -6% | 5% | -10% | -8% | 2% | 8% | -5%
CCOc1ccc(CNC(=O)C2CCN(S(=O)(=O)N3CCCC3)CC2)cc1OC | 10% | -10% | -21% | -6% | 3% | 5% | u | 5%
CCn1c(SCC(=O)N/N=C/c2ccncc2)nc2ccccc21 | 3% | x | x | -6% | 1% | 3% | x | -14%
N#Cc1c(N2CCOCC2)nsc1-c1ccc(C(F)(F)F)cc1 | 5% | 1% | x | -2% | 8% | -11% | 9% | 4%
CCOc1ccc(-n2c(=O)c3sccc3n(CC(=O)Nc3cccc(OC)c3)c2=O)cc1 | -2% | 0% | -4% | 4% | 11% | -2% | 13% | -2%
Cc1ccc(C)n1-c1ccc(N2CCOCC2)nc1 | -3% | u | 14µM* | -4% | -26% | u | u | 9%
